aDG glyco act = alpha-DG glycosylation activation. Pro5-aDG cells, alpha-DG glycosylation AlphaScreen (IIH6); 0% Pro5, 100% B10-LARGE cell signal. activation, % at 10 µM. 360,000 compounds, 0.22% hits. AID 624168;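 active means activation of at least 8% versus controls, or a plate z-score of at least 8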;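 further: Pro5 are CHO cells carrying HIG-tagged alpha-DG that lacks glycosylation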
HIF-2a inh = blocks HIF-2a reporter activity. inhibition, % at 18.8 µM. 360,000 compounds, 0.72% hits. 786-0 RCC cells HIF-2a reporter, luciferase luminescence, overnight;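 active means inhibition of the luminescence signal of 40% or more relative to plate controls, in a single-dose primary screen at 18.75 µM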
NR2E3 ag-1 = human photoreceptor-specific nuclear receptor agonism; CHO-S Gal4-NCOR/VP16-NR2E3 two-hybrid, luciferase; inhibition of corepressor binding, % at 3.98 µM; 360,000 compounds, 0.35% hits; Q9Y5X4; AID 602229;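 active means inhibition above the mean of all tested compounds plus 3 SD, cut at about 70% in these data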;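 further: 0% = DMSO with NR2E3 transfected cells and 100% = cells lacking NR2E3 construct; higher means lower luciferase signal from less NR2E3 corepressor binding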
Target sequence (Q9Y5X4 whole entry, looked up, the tested form may be a part): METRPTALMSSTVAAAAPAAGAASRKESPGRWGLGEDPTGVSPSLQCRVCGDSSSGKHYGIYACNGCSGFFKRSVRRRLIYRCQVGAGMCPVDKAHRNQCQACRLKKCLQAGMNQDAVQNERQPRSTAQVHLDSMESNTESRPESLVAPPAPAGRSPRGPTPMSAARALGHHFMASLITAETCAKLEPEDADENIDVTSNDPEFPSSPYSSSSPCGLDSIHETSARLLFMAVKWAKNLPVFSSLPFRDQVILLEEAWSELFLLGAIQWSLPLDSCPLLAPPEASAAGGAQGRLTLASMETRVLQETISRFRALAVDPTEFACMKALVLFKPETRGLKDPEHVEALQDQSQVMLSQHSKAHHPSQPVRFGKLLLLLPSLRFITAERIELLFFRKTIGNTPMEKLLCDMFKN
NR2E3 ag-2 = NR2E3 (human) agonism; Q9Y5X4; GST-NR2E3/biotin-RetCOR TR-FRET, 1536-well; inhibition of corepressor binding, % at 4.78 µM; 320,000 compounds, 0.12% hits; AID 2300;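 active means percent inhibition above the cutoff of mean plus 3 SD of all tested compounds, set per screening campaign, cut at about 20% in these data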;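 further: 0% = DMSO wells and 100% = biotin wells as full block of FRET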
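System: GST-tagged NR2E3 plus biotinylated RetCOR corepressor; Buffer or medium: pH 7.5 Tris-based buffer; Probe or stimulus: RetCOR corepressor, biotinylated, 7 nM; Doses: compound at 4.8 µM, single dose; Schedule: 5 h incubation at 4 °C; Technique: time-resolved FRET; Evaluation: percent inhibition of TR-FRET ratio; Replication: one well per compound, singlicate testing.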
Exocytosis inh = blocks lytic granule exocytosis | TALL-104 LAMP-1 surface exposure, flow cytometry; cells stimulated with thapsigargin and PMA | inhibition, % at 10 µM | 360,000 compounds, 0.66% hits | AID 651702;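 active means inhibition above about 55%, limit read from the data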
hiPSC survival = increases survival of single human iPS cells | 360,000 compounds, 0.044% hits | hiPSC single-cell survival, ATPlite luminescence; 100% = ROCK inhibitor wells, 0% = DMSO | survival enhancement, % at 20 µM; in the data active means survival enhancement above about 18%;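 further: cells exposed to compounds for 16 hours before the ATP read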
PDI inh = blocks human protein disulfide isomerase activity. P07237. PDI insulin aggregation turbidity, A650, 90 min. inhibition, % at 10 µM. 350,000 compounds, 0.052% hits. AID 588391;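 active means mean inhibition across replicates of 30% or more, whatever share of single replicates reach that level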;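 further: absorbance from insulin aggregation driven by PDI reduction with DTT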
Target sequence (P07237 whole entry, looked up): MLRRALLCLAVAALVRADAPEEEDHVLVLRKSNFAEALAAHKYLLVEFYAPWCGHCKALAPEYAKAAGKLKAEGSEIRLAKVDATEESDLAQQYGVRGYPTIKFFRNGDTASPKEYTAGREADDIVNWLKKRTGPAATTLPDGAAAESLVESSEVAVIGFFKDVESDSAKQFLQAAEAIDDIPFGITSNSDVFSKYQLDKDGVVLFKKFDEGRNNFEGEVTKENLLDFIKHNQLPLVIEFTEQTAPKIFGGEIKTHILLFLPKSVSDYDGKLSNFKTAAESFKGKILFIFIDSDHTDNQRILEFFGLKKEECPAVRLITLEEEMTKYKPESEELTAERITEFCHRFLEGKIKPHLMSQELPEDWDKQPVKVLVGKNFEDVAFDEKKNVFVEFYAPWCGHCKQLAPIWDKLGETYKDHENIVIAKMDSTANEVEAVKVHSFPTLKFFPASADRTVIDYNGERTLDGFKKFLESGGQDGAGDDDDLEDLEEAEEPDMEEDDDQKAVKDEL
Vif inh = blocks HIV Vif function. HEK293T cells, Vif self-association by quenched fluorescence, imaging, 24 h. inhibition, % at 7.49 µM. 340,000 compounds, 0.35% hits; in the data active means inhibition above about 50%, passing the limit was not always enough; further: some results filed as inactive read as strong as hits
CaV13 ICDI inh = Primary screen for inhibitors of IQ motif and Ca2+-dependent inactivation inhibitor domain binding in CACNA1D, Förster resonance energy transfer in living cells, …; HEK cells, CFP/YFP FRET ICDI-IQ, plate reader, 10 min; percent FRET-ratio fall versus neutral wells; 340,000 compounds, 0.098% hits; inhibition, % at 12.3 µM;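 active means mean replicate inhibition of at least 30% and at least 1% of replicates passing that level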;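 further: 0% = median of the neutral control wells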
MITF TRPM1 inh = reduces MITF-dependent TRPM1 promoter luciferase signal; 330,000 compounds, 0.83% hits; inhibition, % at 12.5 µM; SK-MEL-5 TRPM1 promoter luciferase, 24 h;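 active means mean inhibition across replicates of 60% or more, whatever share of single replicates reaches that level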; further: values of inactives mirror those of a sister screen read the other way
Peg3 prom inh = reduces Peg3 promoter-driven luciferase expression in HeLa | HeLa PEG-Prom luciferase reporter, luminescence, overnight | AID 588405 | inhibition, % at 20 µM | 360,000 compounds, 1.7% hits;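 active means inhibition of at least 50% at 20 µM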
Starred values were filed as active, the others as inactive; i = inactive; . = not tested or not shown.

SMILES	aDG glyco act	HIF-2a inh	NR2E3 ag-1	NR2E3 ag-2	Exocytosis inh	hiPSC survival	PDI inh	Vif inh	CaV13 ICDI inh	MITF TRPM1 inh	Peg3 prom inh
O=C(NCc1ccco1)c1cc2cc(Br)ccc2o1	0.1	-202	1	2	-6	1.4	-1	-2	-5	-43	-220
CCCc1ccc2oc(C(=O)N3CCC(C(N)=O)(N4CCCCC4)CC3)c(C)c2c1	0.9	-19	-47	1	-5	0.6	-6	-8	-2	1	6
COc1ccc(/C=N/N2CCN(c3ccccc3OC)CC2)cc1Br	0.0	-219	-34	-3	1	-0.7	2	9	-2	-45	-147
CN1C(=O)CCS(=O)(=O)C1c1ccc(Cl)c(Cl)c1 (stereo unspecified)	0.0	12	-11	.	-3	-2.4	1	-3	-6	.	5
Fc1ccc(C2=NNC(=NCc3ccccc3)SC2)cc1F	0.2	-142	-47	.	-7	0.3	12	-1	-1	-57	-168
CCOC(=O)N1CCN(CC(=O)Nc2cc(OCC)ccc2OCC)CC1	1.0	10	1	1	-1	-0.9	5	.	-5	17	33
C=CC[C@@H](CC(=O)NCCO)C(=O)N[C@@H](COC(=O)[C@@H](CC=C)CC(=O)OC(C)(C)C)Cc1ccccc1	0.4	0	-19	.	2	0.5	-2	0	-10	-9	-4
O=C(NC1CCCCC1)C(c1ccccn1)N(C(=O)c1csnn1)C1CCCCC1 (stereo unspecified)	-0.2	11	0	5	-2	1.2	12	-2	-5	-3	19
O=C(NC(NC(=S)N1CCOCC1)C(Cl)(Cl)Cl)c1ccc(Cl)cc1 (stereo unspecified)	0.0	6	17	3	2	-1.1	13	-4	-3	-4	-23
O=[N+]([O-])c1ccccc1N/N=C\c1ccccc1Cl	-0.4	-194	-67	0	1	1.5	-10	.	.	-40	-329
CSc1nnc(-c2cccc(NC(=O)c3ccccc3)c2)n1C	-0.1	4	1	-3	4	-0.7	-12	5	-20	.	9
Cc1nc(-c2ccccc2)cn(O)c1=O	0.3	2	14	.	3	-1.7	-2	.	-5	15	4
Cc1ccc(-n2c3c(c(=O)[nH]c2=O)C(C(F)(F)F)(C(F)(F)F)NC(=O)N3)cc1	-0.1	16	2	-1	-3	5.5	-3	2	.	-4	15
CC(C)(C)OC(=O)N1CCC[C@H]1C(=O)N/N=C/c1cccc2cccnc12	0.1	16	-3	2	-3	0.5	-1	5	-14	-1	19
c1ccc(-c2nnc(-c3ccccn3)c(-c3ccccn3)n2)nc1	0.0	13	-3	2	-2	-0.5	3	8	-21	.	7
O=C(COC(=O)c1cncc(Br)c1)Nc1ccc2c(c1)OCO2	-0.4	1	-9	4	-2	-0.1	-6	3	4	18	-14
CC(=O)Nc1ccc(NC(=O)C(C)OC(=O)c2cccc(S(=O)(=O)N3CCCCCC3)c2)cc1 (stereo unspecified)	-0.3	10	20	1	-5	0.3	5	-5	-7	2	5
Cc1nc(C(=O)N2CCCC(N3CCN(c4ccc(F)cc4)CC3)C2)cs1 (stereo unspecified)	-0.1	3	9	.	4	-3.0	4	.	-14	.	-7
O=C(NCc1ccccc1Cl)NCc1ccccc1Cl	0.1	-97	-18	3	-1	-0.3	4	-3	2	-35	-101
COc1ccc(N2C(=O)N3[C@H](c4ccc(Cl)cc4)[C@@H]4C(=O)N(C5CCCCC5)C(=O)[C@@H]4[C@]3(Cc3ccc(Cl)cc3)C2=O)cc1	0.1	-10	-12	-1	-2	-1.3	0	-7	-10	-9	-11
CC(=O)c1ccc(-c2ccc(C(=O)N(C)Cc3nc4ccccc4c(=O)[nH]3)o2)cc1	0.6	-5	11	0	-1	-0.5	9	11	-5	3	14
COc1ccc(C2=CC(=O)C[C@H](c3ccc(F)cc3)C2)c(OC)c1	0.5	-11	4	8	-8	-0.8	-1	-7	-12	7	16
COc1ccc(CNC(=O)COC(=O)C(CCSC)NC(=O)c2ccco2)cc1OC (stereo unspecified)	-0.2	12	-2	1	-12	-0.9	-10	7	-2	10	7
O=C(CNC(=O)C(c1ccccc1)c1ccccc1)N/N=C/c1ccc(O)c([N+](=O)[O-])c1	-0.3	8	-14	-4	1	-0.8	-5	5	-4	6	9
CCOc1cc(S(=O)(=O)NCc2cccnc2)c(C)cc1C	1.3	13	-15	7	-1	-0.8	1	-4	-5	2	12
CCOC(=O)NC(=O)/C(C=Nc1ccc(Cl)c(Cl)c1Cl)=C(\C)O	0.1	13	-2	-4	-1	0.1	-5	.	-4	-5	-23
CCOc1ccc(OCC)c(NC(=O)C2CCCN(S(=O)(=O)c3ccc(C)cc3)C2)c1 (stereo unspecified)	-0.4	10	-21	-1	43	-0.6	8	6	-15	14	27
CCn1c2ccccc2c2cc(/C=N/n3c(C)nnc3C)ccc21	0.1	6	5	0	-1	1.7	-4	-1	.	8	19
Cc1c(Cl)cccc1NC(=O)CNc1ccccc1F	0.7	-45	18	0	11	-1.3	4	-2	-5	-5	-28
COc1cccc(-c2nn3c(-c4cccc(C)c4)nnc3s2)c1	-0.1	i	-26	5	0	-0.9	-3	2	-5	-38	-177
CCOc1ccccc1C(=O)N1c2ccccc2Sc2ccccc21	0.2	30	-29	-1	-1	-0.7	-2	7	-5	12	45
CC(C)=CCN1CCN(Cc2ccc(Oc3ncccn3)cc2)CC1CCO (stereo unspecified)	-0.2	13	-13	0	-5	0.8	14	5	-2	-10	4
Cc1ccc(Nc2nc(CSc3nnc(-c4cccs4)o3)cs2)cc1	0.0	-165	-54	-3	-2	0.6	1	-7	1	-18	-189
COC(=O)\C(C(C)=O)=C(/C=C/C=C/N(C)C)N(C)C	-0.2	8	-25	-1	-4	-1.4	2	62*	-2	9	15
CCc1ccc(OC(=O)CN2C(=O)c3ccccc3C2=O)cc1	-0.1	13	-12	-2	7	0.1	-2	6	-6	2	2
O=C(NCCCN1CCCC1=O)c1ccccc1NS(=O)(=O)c1ccc(Br)cc1	0.4	5	6	4	-1	0.2	7	-1	-4	-1	0
Cc1ccc2c(CC(=O)NCc3ccco3)coc2c1C	0.1	-43	-122	2	4	5.9	-9	-6	-2	14	-3
N/C(=N\c1nc2ccccc2o1)NC(=O)c1ccccc1Br	0.0	-210	-77	2	-6	0.6	16	-5	-5	-88	-279
Cc1cc(-c2ccccc2)c(C#N)c(N)n1	0.1	17	-21	4	-2	0.4	5	-4	-1	-1	-13
Cn1c(=O)c2c(SCC(=O)NCc3ccco3)nc(CC(C)(C)C)nc2n(C)c1=O	1.0	6	-18	0	5	-1.9	.	-2	-7	.	26
COc1cccc(-c2ccnc3[nH]n(-c4ccccc4)c(=O)c23)c1	-0.1	-29	-86	-3	18	0.4	2	-4	-22	-63	-65
CCN(CC)S(=O)(=O)c1cccc(-c2cn3cccnc3n2)c1	-0.1	-1	-22	-4	-2	1.3	-5	5	-2	7	-1
Fc1ccc(N2CCN(c3cnc4ccccc4n3)CC2)cc1	0.2	-259	-150	2	5	-0.2	-6	12	-5	-52	-290
COc1ccccc1NC(=O)Cc1noc(CSc2n[nH]c(N)n2)n1	-0.3	19	-5	1	3	4.7	-1	-4	-4	7	2
O=C(CCC(=O)N1CCOc2ccccc21)NCCCN1CCCCC1	0.0	2	-7	2	8	2.1	.	-1	-8	.	-4
COc1ccc(/C=C/C(=O)OCC(=O)NC2CCCC(C)C2C)cc1S(=O)(=O)N1CCOCC1 (stereo unspecified)	0.1	-3	-19	0	-4	-0.4	-2	0	0	7	2
COc1ccc(OC)c(/C=N\Nc2nccs2)c1	0.2	-2	8	2	6	0.6	9	-8	-6	7	10
O=C(/C=C/c1cccc([N+](=O)[O-])c1)OCC(=O)N1CCCCC1	-0.2	-19	0	.	-4	-0.3	-3	-6	-18	.	-34
O=S(=O)(Nc1ccncc1)c1cc(Cl)c(Cl)cc1Cl	-0.1	14	0	-1	0	-0.6	-4	0	-5	13	16
Cc1cccc(NC(=S)N2CCC(N(C)CC3CCCO3)CC2)c1 (stereo unspecified)	-0.1	5	2	3	-1	-0.5	2	16	-16	-4	-2

Record cards, from the list above.
C=CC[C@@H](CC(=O)NCCO)C(=O)N[C@@H](COC(=O)[C@@H](CC=C)CC(=O)OC(C)(C)C)Cc1ccccc1 in the list: aDG glyco act: 0.4; HIF-2a inh: 0; NR2E3 ag-1: -19; NR2E3 ag-2: .; Exocytosis inh: 2; hiPSC survival: 0.5; PDI inh: -2; Vif inh: 0; CaV13 ICDI inh: -10; MITF TRPM1 inh: -9; Peg3 prom inh: -4
COc1ccc(C2=CC(=O)C[C@H](c3ccc(F)cc3)C2)c(OC)c1 in the list: aDG glyco act: 0.5; HIF-2a inh: -11; NR2E3 ag-1: 4; NR2E3 ag-2: 8; Exocytosis inh: -8; hiPSC survival: -0.8; PDI inh: -1; Vif inh: -7; CaV13 ICDI inh: -12; MITF TRPM1 inh: 7; Peg3 prom inh: 16

Later entries
SMILES	aDG glyco act	HIF-2a inh	NR2E3 ag-1	NR2E3 ag-2	Exocytosis inh	hiPSC survival	PDI inh	Vif inh	CaV13 ICDI inh	MITF TRPM1 inh	Peg3 prom inh
CCOC(=O)c1c(NC(=O)COC(=O)Cn2cnc3c2c(=O)n(C)c(=O)n3C)sc(C)c1CC	-0.1	-6	5	5	3	0.6	-5	1	-6	5	2
COc1ccc(CNC(=O)c2cc(-c3ccc(OC)c(OC)c3)on2)cc1	-0.1	-69	-10	1	3	-1.6	7	-8	-5	-11	-11
COc1ccc(OC)c(C(c2nnnn2Cc2ccccc2)N2CCN(C)CC2)c1 (stereo unspecified)	0.6	-6	-3	6	6	1.9	4	7	-6	0	8
CCC1CCCCN1CCCNC(=O)c1ccc2c(c1)c(C)c(C)n2C (stereo unspecified)	0.6	12	-21	-3	1	-0.3	4	-5	-2	-11	-6
Cc1ccc(NC(=O)CNC(=O)c2ccc3c(c2)OCO3)nc1	-0.2	-7	14	5	0	-0.4	-4	-5	-7	-17	-11
COc1ccc(OC)c(NC(=O)C2(C)CCN2Cc2ccc(SC)cc2)c1 (stereo unspecified)	0.1	9	3	.	-3	2.7	9	-5	-7	.	5
Cc1cccc(C(=O)OCC(=O)N2CCN(C(=O)c3ccco3)CC2)c1O	0.2	2	-5	.	5	1.5	-2	5	-6	-7	-4
O=C(O)c1cccc([N+](=O)[O-])c1C(=O)Nc1nc2ccccc2s1	-0.1	0	-5	2	-7	-0.6	1	3	1	11	-8
CCCC(=O)Nc1ccc2oc(-c3cccnc3)nc2c1	-0.1	-158	-27	0	0	3.3	23	-6	.	-45	-122
Cn1c(SCC(=O)NCc2ccco2)nnc1-c1cccs1	-0.1	26	0	-2	1	3.2	-7	-3	-4	-4	6
COC(=O)c1ccc(/C=N/n2cnnc2)cc1	-0.2	4	-5	2	1	-2.7	-2	12	-7	9	-6
CCCCCCCCN1C(=O)[C@H](CC(=O)NCc2cccc3ccccc23)C[C@@]2(C(=O)OCC)CCCC=C12	0.0	-10	4	.	-2	-0.3	.	.	-4	.	.
O=C(c1ccco1)N1CCC(c2ccccc2)C1 (stereo unspecified)	0.1	-140	-72	-4	-3	6.4	0	-9	-9	-83	-126
